# Screening data from PubChem.
# TexasRed fluor = Texas Red fluorescence interference in TRb-SRC2 counter-screen. 0.29% of 280,000 active. TRb/SRC2 Texas Red total fluorescence interference. Potency, µM (titrated, usually from 106 µM), for inactives: top-dose fluorescence change, negative = quenching; active = well fitted curve in either direction with a large enough effect; inconclusive = small, poorly fitted or top-dose-only effect
#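 Human TRb ligand-binding domain at 0.6 uM with 20 nM Texas Red SRC2 peptide in Tris buffer containing 1 uM T3 and 5% DMSO, incubated with compound 5 h at ambient temperature. Total fluorescence (555/632 nm) calculated as parallel + 2 × perpendicular.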
# aGlu spleen mod = inhibits or activates alpha-glucosidase in human spleen homogenate | 0.006% of 240,000 active | Potency, µM (top dose mostly 79.9 µM), without a hit: top-dose activity change, negative = inhibition, hits mostly inhibitors | P10253 | AID 2112 | human spleen homogenate, 4-MU-alpha-glucoside fluorescence;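 also: 0% = enzyme with vehicle and -100% = no enzyme basal signal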
#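 AC50 values come from Hill-equation fits of concentration-response data, normalized to no-enzyme and full-activity controls. Enzyme source: 1 ug human spleen homogenate; 1 mM fluorogenic 4-MU glucoside, pH 5.0 citrate buffer, 37 C, 40 min.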
# RECQ1 inh = inhibitors of human RECQ1 DNA helicase. 0.54% of 240,000 active. Potency, µM (doses to about 57.3 µM), for the others: at the top dose activity, negative = inhibition, hits mostly inhibitors. AID 2549. RECQ1 DNA unwinding, red fluorescence kinetic read. P46063;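 also: plate controls were vehicle for no effect and no enzyme for full effect; nearly all actives have a fitted effect of over 30% in size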
# Target sequence (P46063 whole entry, looked up): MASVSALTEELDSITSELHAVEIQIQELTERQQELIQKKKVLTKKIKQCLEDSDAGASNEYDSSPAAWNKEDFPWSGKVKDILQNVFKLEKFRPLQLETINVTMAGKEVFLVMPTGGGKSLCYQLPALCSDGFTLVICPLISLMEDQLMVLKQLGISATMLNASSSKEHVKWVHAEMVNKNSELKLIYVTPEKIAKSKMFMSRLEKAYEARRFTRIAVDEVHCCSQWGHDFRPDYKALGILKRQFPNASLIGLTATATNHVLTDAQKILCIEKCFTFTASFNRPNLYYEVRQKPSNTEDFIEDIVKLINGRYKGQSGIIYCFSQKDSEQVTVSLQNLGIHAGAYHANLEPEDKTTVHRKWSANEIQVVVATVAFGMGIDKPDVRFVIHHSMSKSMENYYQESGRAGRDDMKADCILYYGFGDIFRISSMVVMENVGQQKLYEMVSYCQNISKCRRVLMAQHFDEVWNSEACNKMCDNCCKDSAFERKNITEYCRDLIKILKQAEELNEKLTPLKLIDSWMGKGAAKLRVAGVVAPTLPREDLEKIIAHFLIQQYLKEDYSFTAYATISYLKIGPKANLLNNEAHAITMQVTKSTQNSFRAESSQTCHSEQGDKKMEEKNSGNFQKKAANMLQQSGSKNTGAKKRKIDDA
#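 RECQ1T1 50 nM; forked duplex (20 bp + 30-nt ss tails) 200 nM, ATP 2 mM final; pH 8.0, 2 mM MgCl2, 2.5 ug/ml poly(dI-dC); 15 min compound preincubation; discontinuous kinetic read over 2 h at RT.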
# GAA inh = blocks human lysosomal alpha-glucosidase; Potency, µM (titrated, usually from 76.9 µM), without a hit: at the top dose activity change, negative = inhibition, actives largely listed as inhibitors; purified human GAA, 4-MU-alpha-glucoside fluorescence; 0.005% of 200,000 active; P10253;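 also: plate controls were uninhibited enzyme wells for no effect and no-enzyme background for full effect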
#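 Fluorogenic assay: 4 nM human alpha-glucosidase with 400 uM 4-methylumbelliferyl-alpha-D-pyranoside in 50 mM citrate/phosphate, 0.005% Tween-20, pH 5.0, 20 min at room temperature. Compounds tested up to 77 uM; AC50 from Hill fits.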
# GAA glycogen mod = alters human alpha-glucosidase cleavage of glycogen | recombinant GAA, glycogen substrate, Amplex Red glucose oxidase fluorescence | Potency, µM (top dose mostly 76.4 µM), inactives show top-dose activity change, negative = inhibition, actives largely listed as inhibitors | 0.38% of 300,000 active;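 also: 0% = full enzyme reaction and -100% = no-enzyme basal signal; the screen sought inhibitors and activators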
#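 Recombinant human enzyme (4 nM); glycogen substrate; 37 C, 40 min, pH 5.0. Readout: coupled glucose oxidase/Amplex Red fluorescence.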
# RGS12 GoLoco inh = RGS12 GoLoco-Gai1 interaction inhibition; Gai1:RGS12 GoLoco peptide FP, rhodamine, 10 min; P63096; Potency, µM (series often up to 61.6 µM), for inactives: at the highest dose activity, negative = inhibition, most hits filed as inhibitors; 0.44% of 230,000 active; AID 880; active = well fitted inhibition curve with a large enough effect, not every such curve was filed as active; inactive = no such curve, though single readings can be large or run the other way; also: nearly all actives have a fitted effect of over 30% in size; many of its hits are not listed in these tables
# Target sequence (P63096 whole entry, looked up): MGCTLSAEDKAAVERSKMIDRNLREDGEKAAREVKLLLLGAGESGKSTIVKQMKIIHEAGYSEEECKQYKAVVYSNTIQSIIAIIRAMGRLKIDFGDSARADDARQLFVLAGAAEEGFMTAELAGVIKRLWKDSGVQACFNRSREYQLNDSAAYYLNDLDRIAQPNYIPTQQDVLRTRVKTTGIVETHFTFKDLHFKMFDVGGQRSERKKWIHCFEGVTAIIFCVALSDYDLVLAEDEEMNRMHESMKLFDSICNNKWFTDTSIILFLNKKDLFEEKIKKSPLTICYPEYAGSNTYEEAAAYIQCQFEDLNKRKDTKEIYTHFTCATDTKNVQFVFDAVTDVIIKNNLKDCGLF
# TRb SRC2 PPI = inhibitors of human thyroid hormone receptor beta-SRC2 interaction; P10828; TRbeta-SRC2 peptide binding, fluorescence polarization; receptor liganded with 1 µM T3; Potency, µM (titrated, usually from 106 µM), without a hit: at the top dose activity change, negative = inhibition, actives largely listed as inhibitors; 0.065% of 280,000 active; AID 1469;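 also: plate controls were bound peptide for no effect and peptide without receptor for full effect; nearly all actives have a fitted effect of over 50% in size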
#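 Decrease in fluorescence polarization of 20 nM Texas Red SRC2 coactivator peptide flagged inhibition of its binding to 0.6 uM TRb LBD; 1 uM T3 included, incubation 5 hr, ex 555/em 632 nm.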
# L3MBTL1 block = blocks human L3MBTL1. Q9Y468. AlphaScreen L3MBTL1–H3K9me1 peptide binding. Potency, µM (top dose mostly 57.1 µM), inactives show top-dose activity, negative = inhibition, most hits filed as inhibitors. 0.66% of 230,000 active; also: nearly all actives have a fitted effect of over 60% in size
#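 Displacement of a biotinylated histone H3(1-15) peptide monomethylated at Lys9 (75 nM) from L3MBTL1 (50 nM) was measured by AlphaScreen after a 30 min room-temperature compound incubation; cefsulodin titration served as intraplate control.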
# * = called active by the depositor; i = inactive; ? = inconclusive; . = not tested or not shown; [ ] = dose if it differs, or a comment. Unless noted, calls follow the shape of the dose curve; as a rule, active = well fitted curve in the direction sought with a large enough effect; inconclusive = small, poorly fitted or top-dose-only effect, or another doubt; inactive = no such curve, though single readings can be large; an effect the other way counts as inactive or inconclusive. Unless noted, % is scaled to controls: 0 for no effect and ±100 for the full control effect; potency is read from the fitted curve at half-maximal effect. This is a subset. The share of hits here may be higher or lower than overall.
no.	Compound	TexasRed fluor	aGlu spleen mod	RECQ1 inh	GAA inh	GAA glycogen mod	RGS12 GoLoco inh	TRb SRC2 PPI	L3MBTL1 block
1	O=C(C[n+]1ccc(C(=O)NCCCO)cc1)c1cccc(Br)c1	2.0%	1.4%	i	.	6.7%	4.7%	-2.1%	3.9%
2	COc1ccccc1CNC(=O)c1ccc(NS(=O)(=O)c2c(C)noc2C)cc1	-6.0%	0.2%	-0.8%	0.1%	0.6%	3.2%	0.1%	-7.0%
3	CCOc1ccc(CC(=O)OCN2C(=O)c3ccccc3C2=O)cc1	0.5%	-6.8%	-9.6%	-2.5%	5.6%	-7.1%	3.6%	17.1%
4	Oc1ccc2ccccc2c1C=Nc1ccccc1	1.7%	-0.7%	-0.5%	.	0.1%	-5.3%	6.6%	-9.0%
5	O=C(Nc1ccc2c(c1)OCO2)C1CCN(Cc2cnn(-c3ccccc3)c2-n2cccc2)CC1	-4.8%	7.3%	i	0.4%	8.3%	8.6%	-7.0%	.
6	CN(CC(=O)NC1CCCc2ccccc21)S(=O)(=O)c1cccs1 (stereo unspecified)	0.6%	9.0%	-2.4%	-4.1%	-2.6%	7.5%	4.1%	-1.8%
7	O=C(O)c1cc(NC(=O)c2ccc(Cl)c([N+](=O)[O-])c2)cc(C(=O)O)c1	-4.5%	-0.7%	11.6%	3.2%	4.8%	-8.7%	5.6%	.
8	CCN(Cc1ccccc1)S(=O)(=O)c1ccc(C(=O)Nc2nnc(C3CC3)o2)cc1	-1.7%	-17.8%	-11.9%	-1.1%[15.4 µM]	8.5%	7.9%	0.5%	-14.3%
9	Cc1cccc(N(CC(=O)NC2CCCCC2)C(=O)c2ccc(C)s2)c1	1.8%	0.7%	-1.2%	-3.0%	-4.8%	-4.8%	-1.4%	0.6%
10	O=C(Cn1nc(-c2ccc(Cl)cc2)ccc1=O)NCC1CCCO1 (stereo unspecified)	2.1%	-18.0%	-3.4%	-3.5%[15.4 µM]	-14.0%	11.7%	1.6%	6.0%
11	O=C(CN1CCCCC1)Nc1ccc(NC(=O)c2ccccc2Cl)cc1Cl	-2.5%	2.9%	-2.6%	?	6.3%	-1.0%	-1.2%	6.2%
12	CN1CCN(/C=C(\C#N)S(=O)(=O)c2ccc(Cl)cc2)CC1	0.9%	-1.4%	-0.8%	.	-1.7%	6.9%	-3.7%	4.4%
13	Cn1c(-c2cccc(Br)c2)n[nH]c1=O	-7.4%	-1.5%	i	8.0%	4.8%	6.1%	-1.5%	0.4%
14	Cc1ccc(-n2c(SCC(=O)N3CCCC3)nc3c(c2=O)SCC3)cc1	-7.0%	-0.1%	1.4%	0.1%	-1.3%	1.4%	4.8%	4.3%
15	CCSc1cnc(-c2ccccc2)n1CC	-1.1%	-3.7%	-16.7%	5.7%	-7.2%	6.6%	-3.9%	-2.0%
16	Cn1cc(C(=O)NCCO)c(=O)c2ccccc21	0.2%	4.4%	-0.6%	-0.9%	-11.8%	-0.2%	-2.4%	.
17	Cc1ccc(C)c(NC(=S)N(Cc2cccc(Br)c2)CC2CCC(C(=O)O)CC2)c1 (stereo unspecified)	-2.2%	-12.0%	-10.9%	-9.1%	2.5%	10.3%	3.6%	.
18	O=S(=O)(c1cccc(-c2cn3cccnc3n2)c1)N1CCOCC1	-1.2%	29.1%	11.1%	?	-3.0%	5.5%	-12.5%	1.3%
19	O=[N+]([O-])c1ccc(NCCCN2CCOCC2)c(Cl)c1	1.4%	-8.0%	-7.7%	-9.0%	7.6%	3.9%	-6.5%	2.9%
20	Cc1ccc2nc(-c3ccccc3)c(CC(=O)O)c(C(=O)O)c2c1	-2.2%	0.5%	i	2.8%	9.0%	2.9%	-2.8%	-7.5%
21	Cc1cc(C(=O)NCCCN2CCCC2=O)cs1	-0.1%	-4.2%	-3.1%	2.3%	-2.4%	1.4%	-0.7%	4.8%
22	O=C(O)c1cc(-c2ccco2)[nH]n1	-2.4%	-4.1%	-1.2%	-2.2%	-3.4%	-29.1%	-6.3%	-23.1%
23	COc1ccc(NC(=O)C2CCCN(S(=O)(=O)c3cccnc3)C2)c(OC)c1 (stereo unspecified)	-3.4%	-13.8%	-8.5%	-5.4%	-16.7%	-2.7%	-10.0%	.
24	CCC(c1nnnn1C(C)(C)CC)N(CCCN1CCOCC1)Cc1cc2cccc(C)c2[nH]c1=O (stereo unspecified)	-1.9%	-0.3%	-14.0%	1.2%	?	-2.5%	-2.6%	.
25	CC(C)NC(=O)COc1ccc2c(c1)C(=O)CC(C)(C)O2	0.4%	-2.3%	0.6%	?	-0.1%	1.5%	-3.1%	.
26	Cc1ccc(C(=O)N/C(=C\c2ccco2)C(=O)NCC2CCCO2)cc1C (stereo unspecified)	0.3%	-4.3%	i	?	6.7%	21.6%	-7.2%	.
27	CCOC(=O)C1(Cc2ccccc2Cl)CCN(C(=O)CN2CCOC2=O)CC1	-3.4%	-0.1%	-6.5%	-6.9%	9.4%	3.4%	2.0%	4.4%
28	CS(=O)(=O)N(CC(=O)N1CCN(c2ccccc2)CC1)Cc1ccc(Cl)cc1	-3.1%	1.2%	i	-9.8%	-7.6%	9.4%	-1.7%	.
29	CCOC(=O)c1sc(NC(=O)CSc2nnc(Cc3ccccc3)o2)c(C#N)c1C	-2.4%	-4.9%	-19.1%	-5.6%	-4.2%	12.5%	8.2%	7.0%[11.4 µM]
30	Nc1nnc(SCCCC(=O)c2ccc(F)cc2)s1	-55.0%	-0.6%	-4.0%	-2.3%	0.7%	5.6%	-0.1%	0.6%

# Part of the list above, with two lines to a compound.
# Values in the order: TexasRed fluor	aGlu spleen mod	RECQ1 inh	GAA inh	GAA glycogen mod	RGS12 GoLoco inh	TRb SRC2 PPI	L3MBTL1 block
18) O=S(=O)(c1cccc(-c2cn3cccnc3n2)c1)N1CCOCC1
→ -1.2%	29.1%	11.1%	?	-3.0%	5.5%	-12.5%	1.3%
19) O=[N+]([O-])c1ccc(NCCCN2CCOCC2)c(Cl)c1
→ 1.4%	-8.0%	-7.7%	-9.0%	7.6%	3.9%	-6.5%	2.9%

# Other records:
no.	Compound	TexasRed fluor	aGlu spleen mod	RECQ1 inh	GAA inh	GAA glycogen mod	RGS12 GoLoco inh	TRb SRC2 PPI	L3MBTL1 block
31	O=C(O)CCCC(=O)Nc1ccc(Oc2cccc(C(F)(F)F)c2)nc1	-2.7%	7.5%	i	-13.5%	5.8%	8.3%	-5.5%	-3.2%
32	CCNc1nc(C)cc(COC)c1C#N	-1.9%	7.8%	-5.3%	9.2%	-1.7%	-7.2%	0.4%	5.2%
33	O=C(CC1C(=O)NCCN1Cc1c(F)cccc1Cl)NC1CCCCCC1 (stereo unspecified)	-0.2%	-8.1%	3.5%	.	1.8%	-3.1%	-4.5%	-0.2%
34	CC1(C)OC(=O)N(CC(=O)Nc2ccccc2)C1(C)O (stereo unspecified)	1.5%	1.7%	-0.6%	4.1%	5.6%	4.9%	0.0%	-12.0%
35	COc1cc(-c2nc(C)c(C(C)=O)n2O)ccc1OCC(=O)Nc1ccc(Cl)cc1	-1.4%	-12.5%	8.7%	6.0%	-2.4%	0.4%	2.9%	.
36	CCC1(C)Cc2c(sc3c2c(=O)n(C)c2nnc(SCc4ccc5c(c4)OCO5)n32)CO1 (stereo unspecified)	-5.9%	1.1%	-7.1%	-7.1%	-0.5%	2.9%	5.6%	2.5%
37	COc1ccc(-c2nnc3n2N=C(c2ccccc2OC)CS3)cc1	-0.2%	5.0%	-12.2%	.	.	.	-2.5%	.
38	Nc1c(-c2ccc(F)cc2)cnn1C1CCS(=O)(=O)C1 (stereo unspecified)	-0.1%	0.5%	i	?	6.6%	-0.1%	-11.6%	.
39	CCC(=O)N1CCN(c2ccccc2NC(=S)NC(=O)c2cccc([N+](=O)[O-])c2)CC1	-7.1%	4.5%	i	0.6%	-4.1%	-1.2%	-0.6%	-15.6%
40	Cc1c(CCO)sc[n+]1CC(=O)OCCC12CC3CC(CC(C3)C1)C2	0.2%	-1.7%	-3.8%	2.1%	13.1%	3.6%	-3.7%	2.7%
41	Cc1ccc2cc(CN(Cc3ccco3)C(=O)C3CCCCC3)c(=O)[nH]c2c1C	0.2%	-1.9%	-2.6%	1.7%	5.6%	9.9%	-4.0%	1.1%
42	COC(=O)Oc1ccc(/C=N/NC(=O)CN(c2ccccc2Cl)S(C)(=O)=O)cc1OC	-3.8%	-2.5%	-17.5%	-25.4%	0.7%	3.7%	-4.1%	.
43	Cc1ccc2nc(-c3ccc(SCC(=O)Nc4nc(C)cs4)nc3)[nH]c2c1	-0.1%	-6.9%	-10.1%	-3.0%	0.2%	1.6%	-0.4%	15.2%
44	O=c1c(-c2nnc(SCc3ccc(Cl)c(Cl)c3)o2)cccn1Cc1ccccc1	0.3%	-1.4%	-12.8%	?	-5.7%	3.2%	11.1%	29.6%
45	Cc1nc(N2CCOCC2)c2nc(-c3ccccc3)n(C(C)CN(C)C)c2n1 (stereo unspecified)	1.2%	2.3%	-4.1%	.	.	-6.5%	-0.8%	.
46	CCN1C(=O)CC(N2CCC(Nc3ccc(F)cc3)CC2)C1=O (stereo unspecified)	-3.3%	-1.3%	i	0.1%	6.9%	-7.5%	-6.3%	3.4%
47	CCOC(=O)Cc1cc(=O)n2[nH]c(-c3ccccc3)c(-c3ccccc3)c2n1	5.2%	-3.4%	-5.5%	-21.5%	-13.2%	70.1%[activator]	25.9%	7.3%[11.4 µM]
48	OC(CN1CCN(c2cccc(C(F)(F)F)c2)CC1)c1c[nH]c2ccccc12 (stereo unspecified)	-1.4%[53 µM]	0.2%	-7.6%	?	14.3%	-1.8%	-27.1%[53 µM]	-5.4%
49	COc1ccccc1-c1cc(C(F)(F)F)nc(N2CCCC2)n1	1.9%	0.9%	-5.4%	5.3%	-13.5%	10.3%	-14.7%	63.8%[activator]

# Results in L3MBTL1 block, TexasRed fluor and RGS12 GoLoco inh (three entries from above):
no. | SMILES | L3MBTL1 block | TexasRed fluor | RGS12 GoLoco inh
41 | Cc1ccc2cc(CN(Cc3ccco3)C(=O)C3CCCCC3)c(=O)[nH]c2c1C | 1.1% | 0.2% | 9.9%
42 | COC(=O)Oc1ccc(/C=N/NC(=O)CN(c2ccccc2Cl)S(C)(=O)=O)cc1OC | . | -3.8% | 3.7%
43 | Cc1ccc2nc(-c3ccc(SCC(=O)Nc4nc(C)cs4)nc3)[nH]c2c1 | 15.2% | -0.1% | 1.6%
